Assay outcomes: PubChem BioAssay, Broad Institute
esBAF inh = SWI/SNF esBAF complex inhibition. 350,000 compounds, 2% hits. mouse ES cells, Bmi1-luciferase knock-in reporter, 24 h; 100% = twice the neutral-well signal. reporter increase, % at 12.5 µM. AID 602393; in the data active means activation above about 40%;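 further: 0% = median of the plate's neutral control wells and 100% = double that signal; a rise in the Bmi1 reporter signal indicates esBAF inhibition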
CASP6 VEID inh = caspase-6 (human) enzyme inhibition. P55212. purified caspase-6, Z-VEID-R110 cleavage fluorescence. inhibition, % at 12.5 µM. 350,000 compounds, 0.53% hits. AID 686996;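 active means mean inhibition across replicates at least about 35%, with every replicate also reaching that limit, limit read from the data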;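 further: 0% = median of neutral control wells and 100% = no fluorescence left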
Target sequence (P55212 24-179 limits assumed): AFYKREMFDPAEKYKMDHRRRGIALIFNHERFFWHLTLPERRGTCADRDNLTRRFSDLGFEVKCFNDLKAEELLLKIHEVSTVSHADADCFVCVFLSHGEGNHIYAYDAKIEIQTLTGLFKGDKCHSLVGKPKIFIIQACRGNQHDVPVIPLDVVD
Target sequence (P55212 194-293 limits assumed): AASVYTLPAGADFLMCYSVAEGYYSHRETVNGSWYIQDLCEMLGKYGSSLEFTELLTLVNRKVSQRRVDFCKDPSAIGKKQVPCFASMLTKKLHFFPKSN
ERp5 inh = ERp5 (human) disulfide isomerase inhibition. Q15084. ERp5 insulin aggregation, absorbance 650 nm, 90 min. inhibition, % at 9.99 µM. 350,000 compounds, 0.05% hits. AID 651711;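 active means mean replicate inhibition above about 25%, with every replicate also reaching it, limit read from the data, passing the limit was not always enough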
RAD54 inh = inhibitors of human RAD54 branch migration | RAD54 Holliday junction branch migration, FAM/BHQ fluorescence | inhibition, % at 10.4 µM | 360,000 compounds, 0.14% hits | AID 602329;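 active means mean normalized replicate activity at least 40 and at least half of replicates scoring 40 or more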;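 further: 0% = median of neutral control wells and 100% = median of positive control wells; inhibitors cause a drop in the FAM fluorescence signal; in these data hits start at about 50%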
Target sequence (Q92698 whole entry, looked up): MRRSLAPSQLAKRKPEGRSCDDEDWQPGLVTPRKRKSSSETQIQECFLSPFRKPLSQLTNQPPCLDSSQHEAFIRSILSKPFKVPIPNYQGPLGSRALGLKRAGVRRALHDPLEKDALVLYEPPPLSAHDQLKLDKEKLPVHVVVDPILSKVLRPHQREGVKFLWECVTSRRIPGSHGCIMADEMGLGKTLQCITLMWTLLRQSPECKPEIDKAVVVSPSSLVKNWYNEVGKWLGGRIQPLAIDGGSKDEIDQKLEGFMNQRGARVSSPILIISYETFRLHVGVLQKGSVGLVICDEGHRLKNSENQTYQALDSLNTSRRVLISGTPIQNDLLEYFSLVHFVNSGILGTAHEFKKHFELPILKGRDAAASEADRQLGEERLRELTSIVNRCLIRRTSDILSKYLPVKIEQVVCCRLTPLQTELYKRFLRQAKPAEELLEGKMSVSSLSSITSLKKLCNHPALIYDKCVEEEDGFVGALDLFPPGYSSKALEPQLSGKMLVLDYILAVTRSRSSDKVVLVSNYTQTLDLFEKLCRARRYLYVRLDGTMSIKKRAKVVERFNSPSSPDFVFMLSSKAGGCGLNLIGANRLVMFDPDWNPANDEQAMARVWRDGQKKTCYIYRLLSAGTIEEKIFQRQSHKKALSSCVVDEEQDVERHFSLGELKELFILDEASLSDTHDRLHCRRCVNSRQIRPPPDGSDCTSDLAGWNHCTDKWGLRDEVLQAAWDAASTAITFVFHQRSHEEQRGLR
ARNT TACC3 PPI = disrupts binding between human ARNT and TACC3; Q9Y6A5; AlphaScreen His-ARNT PAS-B/GST-TACC3 binding, luminescence; TACC3 fragment carries E629A point mutation; inhibition, % at 9.99 µM; 390,000 compounds, 0.66% hits; AID 623870;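 active means mean inhibition of replicates at least 50% and at least half of replicates each reaching 50%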;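 further: 0% = complete ARNT plus TACC3 wells and 100% = ARNT alone without TACC3; many hits fall short of the cut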
RAD52 anneal inh = RAD52 (human) annealing inhibition; P43351; recombinant RAD52 DNA annealing, FRET fluorescence; inhibition, % at 18.7 µM; 360,000 compounds, 0.46% hits;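 active means every replicate showing at least 50% inhibition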
E-sel inducer = induces E-selectin expression in human endothelial cells | HUVEC E-selectin immunofluorescence imaging; normalized: neutral wells 0, TNF-alpha wells 100 | activation, % at 7.58 µM | 260,000 compounds, 0.37% hits | AID 686992;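 active means mean E-selectin-positive cell signal at least 10% of the positive control, reached in at least 60% of replicates, without over 20% cell loss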;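 further: in these data hits start at about 27%; measured in HUVEC primary endothelial cells; signal is the percent of cells scored E-selectin positive by PE staining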
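Assay system: HUVEC, human umbilical vein endothelial cells / Amount: 3,000 HUVEC/well / Controls: TNF-alpha positive control, DMSO neutral control / Compound dosing: single concentration / Medium: EGM-2 over gelatin coat / Evaluation: percent E-selectin-positive cells / Signal: immunofluorescence imaging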
PglD inh = inhibitors of Campylobacter jejuni PglD acetyltransferase; 360,000 compounds, 0.098% hits; AID 602405; purified PglD enzyme, DTNB colorimetric CoA detection; inhibition, % at 12.5 µM; in the data active means inhibition above about 16%, passing the limit was not always enough; further: strong numbers were not always called active
* marks the source's active call; other numbers are inactive results; / = not tested or not shown. Not a hit list; any-hit rate near 3.2%.

SMILES | esBAF inh | CASP6 VEID inh | ERp5 inh | RAD54 inh | ARNT TACC3 PPI | RAD52 anneal inh | E-sel inducer | PglD inh
Cc1nc(C)n(CCNS(=O)(=O)c2ccccc2)n1 | 1 | 0 | -3 | 1 | -14 | -10 | / | -3
CC1CC(C)(C)CC2(C1)NC(=O)N(CC(=O)NC1CCCc3ccccc31)C2=O (centres undefined) | / | -1 | 2 | 5 | -1 | -7 | / | 1
O=C(NC(=S)Nc1ccc(Cl)c(C(=O)O)c1)c1ccc(OCc2ccccc2)cc1 | 5 | 1 | -2 | 2 | -7 | -13 | -0.2 | -4
COC(=O)/C(=N/Nc1ccccc1Cl)Sc1nnc(C(O)c2ccccc2)n1-c1ccccc1 (centres undefined) | / | 1 | 3 | / | -4 | -14 | / | /
O=c1c2ccccc2c(-c2ccccc2)nn1-c1ccccc1 | / | 0 | -1 | -16 | / | -10 | -0.1 | 0
COc1cc(C2CC(=O)Oc3c(C(CCN4CCOCC4)c4ccc(N(C)C)cc4)c(OC)cc(OC)c32)cc(OC)c1OC (centres undefined) | -8 | -2 | -5 | -12 | 27 | -5 | -0.1 | -4
CCCN(CCC)Cc1c(C(=O)N/N=C/c2c[nH]c3ccccc23)nnn1-c1nonc1N | -10 | 0 | 1 | 4 | -1 | -23 | 0.3 | -2
CN(CCNC(=O)CCCOc1cc(=O)n(C)c2ccccc12)Cc1ccccc1 | / | 3 | -1 | / | -7 | -2 | / | /
CCOc1ncccc1C(=O)Nc1ccc(OC)c(S(=O)(=O)N2CCOCC2)c1 | / | -1 | -6 | / | -1 | -9 | -0.1 | /
CCc1nnc(NC(=O)c2sc3nc4cc(C)ccc4cc3c2N)s1 | 49* | / | / | 1 | -3 | / | / | -4
COCc1ccc(C(=O)NC2CCSc3ccccc32)cc1 (centres undefined) | 17 | 6 | -7 | -1 | -9 | -5 | 15 | -3
CC(=O)Nc1cncc(-c2cccc(N(C)C)c2)n1 | 1 | 0 | -3 | -1 | / | -15 | 0.0 | -7
COc1cccc(CC2(CO)CCN(Cc3cnc(N4CCOCC4)s3)CC2)c1 | / | -2 | -4 | / | 1 | -10 | / | /
Cc1onc(-c2c(Cl)cccc2Cl)c1NC(=O)NNc1ccccc1 | / | 1 | 4 | / | -1 | -6 | 7.9 | /
COC(=O)c1ccc(CNC(=O)C(C)N=C2NS(=O)(=O)c3ccccc32)cc1 (centres undefined) | / | 2 | -9 | / | -2 | -6 | / | /

Single records, from the list above. Order of screens: esBAF inh	CASP6 VEID inh	ERp5 inh	RAD54 inh	ARNT TACC3 PPI	RAD52 anneal inh	E-sel inducer	PglD inh
Entry for Cc1onc(-c2c(Cl)cccc2Cl)c1NC(=O)NNc1ccccc1 → /	1	4	/	-1	-6	7.9	/
Entry for Cc1nc(C)n(CCNS(=O)(=O)c2ccccc2)n1 → 1	0	-3	1	-14	-10	/	-3

Next section
SMILES | esBAF inh | CASP6 VEID inh | ERp5 inh | RAD54 inh | ARNT TACC3 PPI | RAD52 anneal inh | E-sel inducer | PglD inh
Cc1cc(C)c2c(=N)c3ccccc3n(CCCCCCCCn3c4ccccc4c(=N)c4c(C)cc(C)nc43)c2n1 | 4 | 18 | 4 | / | 15 | 67* | 0.1 | /
Cc1occc1C(=O)NCc1cccc(CNC(=O)c2ccoc2C)c1 | -5 | / | / | 8 | 3 | / | / | -2
Cn1c(C(=O)OCC(=O)NCCc2ccccc2)cc2sccc21 | -4 | 0 | 2 | 2 | -1 | -3 | / | -4
CC(C)C#Cc1cnc2c(c1)C(=O)N([C@@H](C)CO)C[C@@H](C)[C@H](CN(C)S(=O)(=O)c1cn(C)cn1)O2 | 0 | -3 | -5 | -6 | -9 | -4 | 0.0 | 1
CSc1ccc(CN2CCN(S(=O)(=O)Cc3ccccc3)CC2)cc1 | 1 | -1 | 3 | -8 | -2 | -7 | -1.6 | -3
CC(=O)Nc1ccc(N(C(=O)c2ccco2)C(C(=O)NC2CCCC2)c2ccncc2)cc1 (centres undefined) | 0 | 0 | 0 | 0 | -2 | -11 | / | -2
Nc1ncnc2nc(Sc3ccc(Cl)cc3)[nH]c12 | -3 | / | / | -5 | -1 | / | / | -3
CO[C@@H](CN(C)Cc1cc(F)ccc1F)[C@@H](C)CN(C(=O)Nc1ccc(C(F)(F)F)cc1)[C@H](C)CO | -3 | 5 | -4 | -10 | 5 | -1 | -0.1 | 2
COc1ccc(OC)c(CCNC(=O)C2CCN(c3nnc(-n4cccc4)s3)CC2)c1 | -7 | -4 | 0 | 2 | -7 | -11 | -0.1 | 7
C[C@@H]1CN([C@@H](C)CO)C(=O)Cc2cc(NS(=O)(=O)c3ccc(Cl)cc3)ccc2O[C@H]1CN(C)S(=O)(=O)c1ccc(F)cc1 | 3 | 3 | 0 | -9 | 2 | 1 | -0.4 | 0
N#Cc1cnn(-c2cc(Cl)ccc2Cl)c1N | -2 | -1 | -12 | -6 | / | -18 | / | 4
CCCCCCC(=O)N/N=C(\C)Cc1ccccc1 | -6 | -1 | -3 | / | 1 | -15 | / | /
COC(=O)c1cn(CCCNC(=O)[C@H](Cc2ccccc2)NS(=O)(=O)c2ccc(C)cc2)nn1 | / | -1 | 5 | -1 | -3 | 9 | / | -3
O=C(/C=C/c1cccc(F)c1)Nc1ccc(S(=O)(=O)Nc2ncccn2)cc1 | 8 | -1 | 0 | -16 | 0 | -35 | -0.1 | -1
COc1ccccc1-n1cnnc1SCC(=O)N1CC(=O)Nc2ccccc21 | -1 | / | / | -5 | 6 | / | / | 2

Copied from the list:
Result for N#Cc1cnn(-c2cc(Cl)ccc2Cl)c1N under PglD inh: 4
Result for CCCCCCC(=O)N/N=C(\C)Cc1ccccc1 under esBAF inh: -6

Additional structures follow.
SMILES | esBAF inh | CASP6 VEID inh | ERp5 inh | RAD54 inh | ARNT TACC3 PPI | RAD52 anneal inh | E-sel inducer | PglD inh
Cc1cc2ccccc2n1CCNC(=O)c1ccc(S(=O)(=O)N2CCCCC2)cc1 | -2 | -2 | -3 | -4 | -3 | 15 | 93* | 6
NS(=O)(=O)c1ccc(NC(=O)COC(=O)c2cc(Cl)ccc2[N+](=O)[O-])cc1 | -6 | 3 | 0 | 4 | -3 | 1 | -1.6 | -1
CCN(CC)c1ccc(CNc2nc3ccccc3n2CC)cc1 | / | -1 | 4 | / | 20 | -9 | -0.4 | /
Nc1nccnc1C(=O)OCC(=O)c1ccc[nH]1 | -2 | 5 | 15 | -12 | 35 | -5 | / | 3
C[C@@H]1CN([C@@H](C)CO)C(=O)c2cccc(N(C)C)c2O[C@@H]1CN(C)S(=O)(=O)c1ccccc1 | 0 | -1 | -3 | 1 | -5 | -7 | -1.7 | -2
O=C(COC(=O)c1c[nH]c2ccccc12)Nc1ccccc1 | 14 | -1 | 2 | -1 | -1 | -5 | / | 2
COCCNC(=O)C(c1ccc(C)cc1)N(C(=O)CCC(=O)Nc1ccccn1)c1ccc(F)cc1 (centres undefined) | -1 | 8 | -2 | 2 | -4 | -5 | / | 2
COc1ccc2c3c([nH]c2c1)[C@@H](CO)N(Cc1ccccc1Cl)CC31CN(C(=O)C2CC2)C1 | / | -1 | -5 | / | / | -16 | 1.6 | /
CC(C)c1ccc(NC(=O)[C@@H](C)NC(=O)[C@@H]2Cc3ccccc3CN2)cc1 | / | 2 | 4 | / | -4 | 10 | -0.4 | /
NC(=O)c1ccsc1NC(=O)COC(=O)CNC(=O)c1ccc(Cl)cc1 | -4 | -1 | 2 | 0 | -2 | -13 | 0.8 | -2
Cc1nc2c(OCc3ccc(C#N)cc3)cccn2c1N(C)Cc1cccs1 | -2 | 2 | 5 | 4 | / | -13 | -1.9 | 6
CC1Oc2ccccc2N(CC(=O)NC2CCCCC2)C1=O (centres undefined) | 0 | -7 | -2 | 1 | -9 | -12 | / | 4
CN1C[C@@H]2[C@@H]3C(=O)N(C)C(=O)[C@@H]3[C@](C)(C1=O)N2C(=O)c1ccccc1 | -11 | 12 | 5 | 1 | / | -6 | / | -3
O=c1c2ccccc2nc(/C=C/c2cccc([N+](=O)[O-])c2)n1CCCO | 7 | / | / | -9 | -1 | / | / | -5
CCCCn1c(N)c(N(CCC(C)C)C(=O)c2ccc(COc3ccccc3)o2)c(=O)[nH]c1=O | / | 0 | 1 | / | -1 | -23 | -0.6 | /

The final 2 records of the section before open the next one.
SMILES | esBAF inh | CASP6 VEID inh | ERp5 inh | RAD54 inh | ARNT TACC3 PPI | RAD52 anneal inh | E-sel inducer | PglD inh
O=c1c2ccccc2nc(/C=C/c2cccc([N+](=O)[O-])c2)n1CCCO | 7 | / | / | -9 | -1 | / | / | -5
CCCCn1c(N)c(N(CCC(C)C)C(=O)c2ccc(COc3ccccc3)o2)c(=O)[nH]c1=O | / | 0 | 1 | / | -1 | -23 | -0.6 | /
CNC(=O)C[C@@H]1CC[C@H]2[C@H](COc3ccc(NC(=O)c4cscn4)cc3C(=O)N2C)O1 | -2 | / | / | -5 | -3 | / | -0.1 | 0
CC(=O)N1CC(=O)N2[C@@H](CO)[C@H](c3ccc(C#CC(C)C)cc3)[C@@H]2C1 | / | 1 | 2 | / | / | 4 | 0.1 | /
COc1ccc(-n2nnnc2SCC(=O)Nc2ccc(OC)cc2OC)cc1 | -6 | 0 | 2 | -5 | -1 | -1 | / | -11
Cc1ccc(S(=O)(=O)N2CCOCC2)cc1C(=O)OCC(=O)Nc1ccc(Cl)cn1 | 0 | 6 | -2 | 10 | / | 2 | 0.4 | -1
O=C(C1=C(O)C(=O)N(CCN2CCOCC2)C1c1cccc(O)c1)c1cc2ccccc2o1 (centres undefined) | 2 | 1 | -1 | 1 | -2 | 3 | -0.4 | -1
COc1cc(C2c3cc4c(cc3OC(Nc3ccc(C(=O)O)cc3)C2C)OCO4)cc(OC)c1OC (centres undefined) | / | 3 | -9 | / | 4 | -23 | 9.5 | /
Cc1nc(NC(=O)COc2ccc(Cl)cc2)sc1C(=O)N(C)C | / | -1 | 2 | / | / | -1 | -0.3 | /
CCCOc1ccccc1/C=C1\SC(N2CCCCC2)=NC1=O | 27 | -1 | 2 | 8 | -4 | -3 | / | -4
CCN1C(=O)CC(N2CCC(Nc3ccc(F)cc3)CC2)C1=O (centres undefined) | -8 | / | / | -6 | -3 | / | / | -1
O=C(c1cnccn1)N1C[C@H]2[C@@H](c3ccccc31)[C@@H](CO)N2Cc1ccc2c(c1)OCO2 | -5 | 2 | 5 | 6 | 1 | -4 | 0.1 | 1
CCOC(=O)Cc1cc(=O)n2[nH]c(-c3ccccc3)c(-c3ccccc3)c2n1 | -3 | 4 | 5 | 11 | 3 | -4 | / | -3
COc1ccccc1-n1c(CNc2c(C)cccc2C)nnc1SCC(=O)N1CCOCC1 | 1 | / | / | 5 | -5 | / | / | 0
COc1ccccc1-c1cc(C(F)(F)F)nc(N2CCCC2)n1 | -6 | / | / | -15 | -9 | / | / | 3
C[C@H]1CN([C@@H](C)CO)C(=O)c2cccc(NC(=O)C3CCCCC3)c2O[C@@H]1CN(C)C(=O)Nc1ccc(C(F)(F)F)cc1 | 4 | 1 | 0 | 0 | -2 | 26 | 0.6 | -2
Cc1c(CCO)sc[n+]1CC(=O)OCCC12CC3CC(CC(C3)C1)C2 | / | -9 | -6 | / | / | -11 | 2.5 | /
CC(C)Nc1nc(NCc2ccccc2)c2sccc2n1 | -12 | 2 | -1 | -1 | / | -3 | -0.7 | 3
O=C(Nc1ccc(C(F)(F)F)cc1)Nc1ccc2c(c1)[C@H]1C[C@@H](CC(=O)N3CCc4ccccc4C3)O[C@H](CO)[C@H]1O2 | -7 | -1 | -2 | 0 | -6 | -2 | 6.2 | 0
COc1ccc(S(=O)(=O)N(C)C[C@@H]2Oc3ccc(NC(=O)c4ccncc4)cc3CC(=O)N([C@@H](C)CO)C[C@H]2C)cc1 | 3 | 1 | -10 | 0 | 1 | 0 | -3.7 | 3
CCc1ccc(O)c(CNCCNCc2cc(CC)ccc2O)c1 | -8 | -7 | 6 | 8 | 15 | -52 | -0.3 | 2
